phage Ecoli inh: E. coli growth loss with phage present; growth absorbance; inhibition, % at 11.9 µM; 0.26% of 360,000 active; AID 651602; in the data active means inhibition above about 11%
Numbers without * were called inactive. The list is partial; the hit share may differ from the screen's.

SMILES	phage Ecoli inh
CC1(C(=O)Nc2cnc3ccccc3c2)CCN1C(=O)CC(c1ccccc1)c1ccccc1 (stereo not drawn)	0.0
CC1=C(C(=O)N2CCOCC2)CC(CC(=O)NCc2cccs2)C(=O)N1Cc1ccccc1 (stereo not drawn)	2.1
COC(=O)[C@@]12C[C@@H](CC(=O)N3CCSCC3)C(=O)N(Cc3ccco3)C1=CCC(C)(C)C2	2.5
C=C1C(=O)C23C(O)C1CCC2C12COC3(O)C(O)C1C(C)(C)CCC2O (stereo not drawn)	2.2
COCCN1C[C@@H](CO)O[C@@H](n2cnc3c(NC(C)C)ncnc32)C1	-0.1
CCCCNC(=O)c1nc(-c2ccncc2)oc1-c1ccccc1	1.8
O=C1NC[C@@H](CCCCN2C[C@H](Cc3ccc(O)cc3)N(CCC3CCCCC3)C(=O)C2=O)N(CC2CCCCC2)C1=O	-0.5
Cc1cc(F)ccc1C(O)c1ncc(-c2ccccc2)[nH]1 (stereo not drawn)	1.6
O=C(Nc1ccc(F)c(Cl)c1)Nc1nnc([C@@H]2O[C@H](CO)[C@@H](O)[C@H]2O)s1	-0.5
COC(=O)N[C@H]1CC=C[C@@H]1Cc1cccc(Oc2ccccc2)c1	3.2
COc1cccc(-c2cnc3c(NC(C)=O)cc(-c4ccncc4)cn23)c1	0.8
CCCCCCCCN1C(=O)[C@H](CC(=O)N2CCN(C(=O)c3ccco3)CC2)C[C@@]2(C(=O)OC)CCCCC=C12	-3.3
COc1ccccc1CCn1cnc(Cc2ccccc2)c1C(C)C	-0.1
Cc1cc(-c2cc(NC(=O)Cc3c(C)[nH]c4ccccc34)ccc2N(C)c2cccnc2)ccc1F	4.1
Cc1cc(N2CCN(C(=O)OC(C)(C)C)C[C@@H]2C)ccc1N1CCN(Cc2ccccc2)[C@@H](C)C1	2.9
CCOC(=O)[C@]12CCCC=C1N(Cc1ccco1)C(=O)[C@H](CC(=O)N1CCSCC1)C2	1.1
COc1ccc(Br)c(Cn2c(C)c(C(=O)NCc3cccc([N+](=O)[O-])c3)sc2=O)c1	3.9
COc1ccccc1C(NC(=O)C1CCN(CCOc2ccc3ccccc3c2)CC1)c1ccccn1 (stereo not drawn)	0.5
CC(=O)C1=C(C)N(Cc2ccc(F)cc2)C(=S)NC1c1cccc(Cl)c1 (stereo not drawn)	3.0
O=C(/C=C/[C@H]1O[C@@H](n2ccc(=O)[nH]c2=O)[C@H](O)[C@@H]1O)NCCN1CCCCC1	2.6
CCCCC1Cc2[nH]c(=S)[nH]c(=O)c2C(c2ccc(Cl)cc2)O1 (stereo not drawn)	1.8
COC(=O)[C@]12C[C@H](CC(=O)NCCC(C)C)C(=O)N(Cc3ccccc3)C1=C[C@H](C(C)(C)C)O[C@@H]2C	3.8
CCCc1nc2cc(C)c(Br)c(C)n2c1CC1CCCCC1	3.0
COc1ccc(-c2ccc(C(=O)NCc3ccc(N4CCN(C)CC4)cc3)c3occc23)c(C)c1	2.5
CCOC(=O)[C@]12CCCC=C1N(Cc1ccco1)C(=O)[C@H](CC(=O)N1CCC(c3ccccc3)CC1)C2	1.4
(cont.)
SMILES	phage Ecoli inh
CC(C)[C@H](NC(=O)[C@H](C)NC(=O)OC(C)(C)C)C(=O)N1CCC2CCN(Cc3ccccc3)CC21 (stereo partly drawn)	2.0
CC1(Cc2ccccc2C#N)C(=O)Nc2ccc(OC(F)(F)F)cc21 (stereo not drawn)	1.9
CCCCc1c(-c2ccc(Cl)cc2)ncn1CCc1ccccc1OC	0.2
CC1(C(=O)NCc2cccc(Cl)c2)Cc2c(-c3ccccc3)ccnc2O1 (stereo not drawn)	1.6
COc1cc(NC(=O)c2ccc(-c3ccc(F)c(F)c3)c3ccoc23)cc(OC)c1OC	-1.2
CC1(C(=O)NC2CCCCC2)CCC(=O)N1CCOc1ccccc1 (stereo not drawn)	2.1
COc1cccc(CNc2nc3cc(-c4cscc4C)sc3c(=O)n2C)c1	3.1
COc1ccc(C(C(=O)NC2CCCCC2)n2c(=O)c(-c3ccco3)nc3ccccc32)cc1 (stereo not drawn)	4.3
CCCCCc1c(-c2ccc(Br)cc2)ncn1CCc1ccccc1OC	-0.7
C[C@H](NC(=O)/C=C/[C@H]1O[C@@H](n2ccc(=O)[nH]c2=O)[C@H](O)[C@@H]1O)C(=O)O	3.4
CN(Cc1ccccc1)C(=O)C1(C)CCN1C(=O)Cc1ccc(Cl)cc1Cl (stereo not drawn)	2.5
COc1ccccc1CNc1nc(Nc2ccc(C)cc2C)c2sccc2n1	2.3
CCOC(=O)C1=C(C)N=c2sc(=Cc3ccc(OCC(=O)O)cc3)c(=O)n2C1c1ccc(SC)cc1 (stereo not drawn)	0.5
Cc1ccc(C)c(C(O)c2ncc(-c3ccccc3)[nH]2)c1 (stereo not drawn)	-4.1
COC(=O)c1ccc2nc(C3CCCCC3)c(Cc3ccccc3C(F)(F)F)n2c1	1.2
COc1ccc(CNC(=O)c2ccc(-c3cccnc3)c3ccoc23)cc1OC	-0.2
Cc1ccc(S(=O)(=O)N2C3CCCCC3O[C@H]2CC(=O)c2cccs2)cc1 (stereo partly drawn)	0.8
COc1cccc(CN2CCC2(C)C(=O)Nc2cccc(Oc3ccccc3)c2)c1F (stereo not drawn)	2.5
O=C(OCc1cc(Cl)ccc1OC(F)F)c1cc(S(=O)(=O)O)ccc1O	2.6
C[C@H](c1ccccc1)N1C[C@@H](COCc2ccccc2)Oc2cccc(Oc3ccc(F)cc3)c2S1(=O)=O	2.0
Cc1c(C(=O)NCc2cccc(Cl)c2)sc(=O)n1Cc1ccc(C(=O)N(C)C)cc1	2.1
OC[C@@H]1CN(CCN2CCOCC2)C[C@H](n2cnc3c(N4CCCC4)ncnc32)O1	5.2
CCOC(=O)C1(C)CCCCN1C(=O)c1ccc(N(C)C)cc1 (stereo not drawn)	0.6
COC(=O)C1=C(C)N(C)C(=NCc2ccc(OC)cc2)NC1c1ccc(C(F)(F)F)cc1 (stereo not drawn)	1.9
COc1ccccc1-c1cnc(C(O)c2ccc(Cl)c(Cl)c2)[nH]1 (stereo not drawn)	-0.2
Later entries:
SMILES	phage Ecoli inh
CN(C)c1cc(C(=O)N(C)c2ccccc2)ncn1	2.3
CC(=O)Oc1ccc(Cn2c(C)c(C(=O)N(C)Cc3ccc(F)cc3)sc2=O)cc1	2.3
CCCCC[C@H](C)N1C[C@@H](COCc2ccccc2)Oc2cc(N3CCC[C@H]3COC)ccc2S1(=O)=O	1.9
COc1ccc(CN(C)C(=O)/C=C/[C@H]2O[C@@H](n3cnc4c(N)ncnc43)[C@H](O)[C@@H]2O)cc1OC	3.5
Fc1ccc(CCn2c(Cn3c(-c4cnccn4)nc4ccccc43)nc3ccccc32)cc1	2.4
CCc1nc2c(OCc3ccc(C(F)(F)F)cc3)cccn2c1N(C)C(C)=O	-0.2
COC(=O)c1cc2c(c3c4cc(OC)ccc4n(S(=O)(=O)c4cccc(C)c4)c13)C(=O)N(C)C2	-1.9
Cc1cc(Br)cn2c(Cc3ccsc3)c(-c3cccc(Cl)c3)nc12	1.2
COC(=O)c1cc2c(c3c4cc(F)ccc4n(S(=O)(=O)c4ccccc4)c13)C(=O)N(C)C2	-0.1
CS(=O)(=O)Nc1cccc(NC(=O)C2Cc3c(-c4cccc(C(N)=O)c4)ccnc3O2)c1 (stereo not drawn)	-1.9
COCc1cccc(-c2csc(C(NC(C)=O)c3ccccc3)n2)c1 (stereo not drawn)	0.1
Cn1c(=O)c2cc(NC(=S)NCc3ccccc3F)ccc2n1Cc1ccc(F)cc1	1.1
CCCCc1c(-c2ccccc2OC)ncn1Cc1cccc(C)c1	1.0
Fc1cc(Cl)ccc1Nc1nc(NCc2ccccc2)nc2ccsc12	3.7
O=C(NC(c1ccc(Cl)cc1)c1ccsc1)C1CCN(Cc2cccc(Cl)c2)CC1 (stereo not drawn)	1.4
CC(=O)OC[C@@H]1CN(Cc2ccccc2)C[C@H](n2cnc3c(N4CCOCC4)ncnc32)O1	0.1
CN(c1cccnc1)c1ccc(NC(=O)Cc2cn(Cc3ccccc3)c3ccccc23)cc1Br	1.7
CCc1nc2ccc(C(=O)N(C)CCN(C)C)cn2c1N(CC)C(=O)NCCc1ccccc1	1.7
CCc1nc2ccc(C(=O)N(C)C(C)C)cn2c1N(CC)Cc1cccc(Br)c1	1.4
Cc1cccc(C)c1NC(=O)C1(C)CSCC(=O)N1Cc1ccco1 (stereo not drawn)	2.3
CCc1nc2c(OCc3ccc(C(F)(F)F)cc3)cccn2c1N(C=O)Cc1ccc(OC)cc1	2.1
COc1ccc(CN2C(=O)C(CC(=O)NCCCCc3ccccc3)CC(C(=O)N3CCCCCC3)=C2C)cc1 (stereo not drawn)	3.9
CCc1nc2c(OCCOc3ccc(F)cc3)cccn2c1N(C)C(=O)c1ccc(OC)cc1	2.1
COc1cccc(C(O)c2nc(-c3cncnc3)cs2)c1 (stereo not drawn)	-1.7
Cn1c(NCc2ccccc2F)nc2cc(-c3ccsc3)sc2c1=O	0.5
(more compounds)
SMILES	phage Ecoli inh
CC1(C(=O)Nc2ccc3c(c2)OCCO3)CCN1C(=O)C1(c2ccccc2)CC1 (stereo not drawn)	3.2
CCNC(=O)C1(C)CCN(C(=O)c2cccc(OC(C)=O)c2C)C1 (stereo not drawn)	0.0
Nc1[nH]c(C(=O)c2ccc(Cl)cc2)c(-c2ccc(Br)cc2)c1C(=O)NCCc1c[nH]c2ccccc12	1.1
CCc1nc2ccc(C(=O)N3CCCC(C(N)=O)C3)cn2c1N(C)Cc1ccc(OC)cc1 (stereo not drawn)	0.0
CCOC(=O)[C@]12CCC=C1N(Cc1ccco1)C(=O)[C@H](CC(=O)N1CCN(C(=O)C3CC3)CC1)C2	2.1
Clc1ccc2nc(-c3ccco3)c(Cc3ccsc3)n2c1	0.7
CCc1ccc(N2C=C(C(=O)OC)C(c3ccccc3F)C(C#N)=C2N)cc1 (stereo not drawn)	1.9
COC(=O)c1cnc(Nc2nc(C(N)Cc3ccc(Cl)cc3)cs2)nc1C(F)(F)F (stereo not drawn)	-2.0
C[C@H](O)[C@@H]1C(=O)N2CCc3c([nH]c4c(-c5ccccc5)cccc34)[C@@H]2C[C@@H]1N(C)CC1CCCCC1	6.3
COc1ccc(OC(F)(F)F)cc1CC1(C)C(=O)Nc2cccc(Cl)c21 (stereo not drawn)	1.9
COC(=O)[C@]12C[C@H](CC(=O)NCc3cccc(C(F)(F)F)c3)C(=O)N(Cc3ccc4c(c3)OCO4)C1=C[C@H](C(C)(C)C)O[C@@H]2C	-1.6
CCOC1=C2[C@H](c3ccc(CC)cc3)N(S(=O)(=O)c3ccc(C)cc3)C[C@H]2C(C#N)(C#N)C(C#N)(C#N)C1	0.8
Cc1cc(C)cc(C(O)c2ncc(-c3ccccc3)[nH]2)c1 (stereo not drawn)	3.4
CN1CCN(c2cccc3c2S(=O)(=O)N[C@H](Cc2ccccc2)CO3)CC1	-0.9
COc1ccc(CNS(=O)(=O)c2cc(Br)ccc2Br)c(OC)c1	1.2
CCCCCCCCN1C(=O)[C@H](CC(=O)NCCCN2CCCC2=O)C[C@@]2(C(=O)OC)CCCCC=C12	3.1
O=C(c1ccc(Cl)c(Cl)c1)N1CCC(=O)N([C@H](COCc2ccc(Cl)cc2)Cc2ccccc2)CC1	1.3
O=C(Nc1ccc(Oc2ccccc2)cc1)c1csc([C@@H]2C[C@H](O)[C@@H](CO)O2)n1	2.5
CC(C)N1CCC1(C)C(=O)Nc1ccc2scnc2c1 (stereo not drawn)	3.0
COC(=O)[C@]12C[C@H](CC(=O)N3CCOCC3)C(=O)N(Cc3ccccc3)C1=C[C@H](C1CCCC1)O[C@@H]2C	3.5
COc1ccc(F)cc1-c1cc(NC=O)c2ncc(-c3cccc(C(F)(F)F)c3)n2c1	1.6
CSCCC(c1nnnn1C1CCCC1)N1CCN(C/C=C/c2ccccc2)CC1 (stereo not drawn)	2.5
COc1cccc(-c2cnc(C(O)c3ccc(Cl)c(Cl)c3)[nH]2)c1 (stereo not drawn)	8.3
O=C(NC1CCCC1)C1c2ccccc2OCC(=O)N1CCc1c[nH]c2ccccc12 (stereo not drawn)	2.5
Cc1ccc(CN2C(=O)CCC2(C)c2nnnn2Cc2ccccc2)cc1 (stereo not drawn)	-1.1

Laid out differently: entries from further up
phage Ecoli inh	mol
3.2	CC1(C(=O)Nc2ccc3c(c2)OCCO3)CCN1C(=O)C1(c2ccccc2)CC1 (stereo not drawn)
0.0	CCNC(=O)C1(C)CCN(C(=O)c2cccc(OC(C)=O)c2C)C1 (stereo not drawn)
1.1	Nc1[nH]c(C(=O)c2ccc(Cl)cc2)c(-c2ccc(Br)cc2)c1C(=O)NCCc1c[nH]c2ccccc12
0.0	CCc1nc2ccc(C(=O)N3CCCC(C(N)=O)C3)cn2c1N(C)Cc1ccc(OC)cc1 (stereo not drawn)
2.1	CCOC(=O)[C@]12CCC=C1N(Cc1ccco1)C(=O)[C@H](CC(=O)N1CCN(C(=O)C3CC3)CC1)C2
0.7	Clc1ccc2nc(-c3ccco3)c(Cc3ccsc3)n2c1
1.9	CCc1ccc(N2C=C(C(=O)OC)C(c3ccccc3F)C(C#N)=C2N)cc1 (stereo not drawn)
-2.0	COC(=O)c1cnc(Nc2nc(C(N)Cc3ccc(Cl)cc3)cs2)nc1C(F)(F)F (stereo not drawn)
6.3	C[C@H](O)[C@@H]1C(=O)N2CCc3c([nH]c4c(-c5ccccc5)cccc34)[C@@H]2C[C@@H]1N(C)CC1CCCCC1
1.9	COc1ccc(OC(F)(F)F)cc1CC1(C)C(=O)Nc2cccc(Cl)c21 (stereo not drawn)
-1.6	COC(=O)[C@]12C[C@H](CC(=O)NCc3cccc(C(F)(F)F)c3)C(=O)N(Cc3ccc4c(c3)OCO4)C1=C[C@H](C(C)(C)C)O[C@@H]2C
0.8	CCOC1=C2[C@H](c3ccc(CC)cc3)N(S(=O)(=O)c3ccc(C)cc3)C[C@H]2C(C#N)(C#N)C(C#N)(C#N)C1
3.4	Cc1cc(C)cc(C(O)c2ncc(-c3ccccc3)[nH]2)c1 (stereo not drawn)
-0.9	CN1CCN(c2cccc3c2S(=O)(=O)N[C@H](Cc2ccccc2)CO3)CC1

Next section
SMILES	phage Ecoli inh
O=C(CC[C@H]1O[C@@H](n2cnc3c(NC(=O)c4ccccc4)ncnc32)[C@H](O)[C@@H]1O)NCc1ccco1	3.7
[O-][n+]1cc(Cl)cc(Cl)c1	1.6
CCOC(=O)C[C@@H]1OC[C@H](CO)N1S(=O)(=O)c1ccc(C)cc1	1.8
COc1cccc(C(C)(O)c2nc(-c3ccccc3)cs2)c1 (stereo not drawn)	5.2
COc1ccc(C2=Nc3ccccc3N(C(=O)c3cccnc3)C2C(=O)NC2CCCC2)cc1 (stereo not drawn)	-0.7
O=C(Nc1ccc2c(c1)OCCO2)C1c2ccccc2OCC(=O)N1Cc1ccco1 (stereo not drawn)	-0.1

Screens (PubChem)
